Screening results from PubChem BioAssay.
PAFAH2 inh: inhibitors of human PAFAH2 | Q99487 | recombinant PAFAH2, FP-rhodamine activity probe, fluorescence polarization | inhibition, % at 3.39 µM | 340,000 compounds, 0.99% hits;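 active = inhibition above the mean over all tested compounds plus 3 SD, cut at about 30% in these data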;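 also: inhibitors block probe labeling of enzyme so polarization drops; 0% = enzyme with DMSO and 100% = wells lacking PAFAH2 protein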
GSTO1 counter: counter-screen for RBBP9 inhibitors: inhibitors of human GSTO1. recombinant GSTO1, activity-based probe fluorescence polarization. inhibition, % at 5.96 µM. P78417. 300,000 compounds, 1.1% hits. AID 1974;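 active = inhibition above the campaign mean inhibition plus 3 SD, cut at about 35% in these data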;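 also: 0% = GSTO1-1 with DMSO and 100% = wells lacking GSTO1-1 enzyme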
Target sequence (P78417 whole entry, looked up): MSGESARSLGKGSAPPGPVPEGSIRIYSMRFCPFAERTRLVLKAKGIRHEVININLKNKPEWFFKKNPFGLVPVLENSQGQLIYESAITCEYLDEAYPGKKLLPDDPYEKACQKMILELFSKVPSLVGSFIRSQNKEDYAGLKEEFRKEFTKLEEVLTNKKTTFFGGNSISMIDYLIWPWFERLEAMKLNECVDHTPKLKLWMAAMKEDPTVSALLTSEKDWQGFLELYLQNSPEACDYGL
PREPL inh: inhibits the human prolyl oligopeptidase-like enzyme; recombinant PREPL, fluorescence polarization activity-based probe; 320,000 compounds, 0.68% hits; Q4J6C6; AID 2751; inhibition, % at 5.96 µM; in the data active = inhibition above about 43%;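 also: 0% = enzyme with DMSO and 100% = wells lacking enzyme; many of its hits are not listed in these tables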
PAFAH1B2 inh: inhibitors of human PAFAH1B2; 340,000 compounds, 1.2% hits; inhibition, % at 3.39 µM; recombinant PAFAH1B2, FP-rhodamine activity probe, fluorescence polarization;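 active = inhibition above the mean of all tested compounds plus 3 SD, cut at about 24% in these data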;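 also: 0% = enzyme with DMSO and 100% = wells lacking PAFAH1B2; many of its hits are not listed in these tables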
Target sequence (P68402 whole entry, looked up): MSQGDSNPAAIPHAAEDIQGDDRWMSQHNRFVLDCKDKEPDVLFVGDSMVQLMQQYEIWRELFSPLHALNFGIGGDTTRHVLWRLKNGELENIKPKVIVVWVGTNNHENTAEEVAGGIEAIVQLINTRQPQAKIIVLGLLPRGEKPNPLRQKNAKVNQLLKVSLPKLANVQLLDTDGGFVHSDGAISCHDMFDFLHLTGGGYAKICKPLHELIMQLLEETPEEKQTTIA
PAFAH1B3 inh: blocks human PAF acetylhydrolase 1B catalytic subunit 3; AID 492972; 340,000 compounds, 0.28% hits; inhibition, % at 3.39 µM; recombinant PAFAH1B3, FP-rhodamine probe, fluorescence polarization; Q15102;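 active = inhibition above the screen-wide average of all tested compounds plus 3 SD, cut at about 25% in these data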;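 also: 0% = enzyme with DMSO only and 100% = wells lacking PAFAH1B3 protein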
Target sequence (Q15102 whole entry, looked up): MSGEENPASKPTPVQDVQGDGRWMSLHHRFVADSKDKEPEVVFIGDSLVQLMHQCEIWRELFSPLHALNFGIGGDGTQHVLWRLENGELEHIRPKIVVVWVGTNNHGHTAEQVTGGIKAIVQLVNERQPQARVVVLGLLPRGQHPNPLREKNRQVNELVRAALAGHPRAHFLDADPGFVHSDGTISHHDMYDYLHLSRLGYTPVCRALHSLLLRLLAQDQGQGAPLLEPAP
pPAFAH FP inh: inhibitors of human plasma PAF acetylhydrolase (pPAFAH) | recombinant pPAFAH, FP-rhodamine probe fluorescence polarization | Q13093 | inhibition, % at 3.39 µM | 330,000 compounds, 1.5% hits;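 active = inhibition above the mean inhibition across the screen plus 3 SD, cut at about 25% in these data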;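 also: inhibitors block binding of the rhodamine activity-based probe so polarization drops; 0% = enzyme with DMSO and 100% = wells lacking pPAFAH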
LYPLA2 inh: counter-screen for PME1 inhibitors: inhibitors of human LYPLA2. inhibition, % at 5.9 µM. AID 2177. O95372. 320,000 compounds, 0.38% hits. recombinant LYPLA2, FP-Rh probe fluorescence polarization;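 active = inhibition above the screen-wide mean plus 3 SD, limit set per campaign, cut at about 26% in these data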;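 also: 0% = LYPLA2 with DMSO and 100% = wells lacking LYPLA2 enzyme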
PAD4 inh: inhibitors of human PAD4 | Q9UM07 | recombinant PAD4, RCA probe fluorescence polarization | inhibition, % at 6.36 µM | 330,000 compounds, 0.41% hits | AID 485272;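 active = percent inhibition above a cutoff equal to the mean of all tested compounds plus 3 SD, cut at about 15% in these data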;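 also: 0% = PAD4 with RCA probe and DMSO and 100% = probe without PAD4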
LYPLA1 counter: blocks human lysophospholipase 1, a PME1 counter-screen; O75608; recombinant LYPLA1, FP-Rh probe fluorescence polarization; inhibition, % at 5.9 µM; 320,000 compounds, 0.16% hits; AID 2174;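 active = inhibition above the mean of all tested compounds plus 3 SD, set per campaign, cut at about 14% in these data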;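 also: inhibitors block serine hydrolase probe labeling of LYPLA1 so polarization falls; 0% = enzyme with DMSO and 100% = wells lacking LYPLA1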
Target sequence (O75608 whole entry, looked up): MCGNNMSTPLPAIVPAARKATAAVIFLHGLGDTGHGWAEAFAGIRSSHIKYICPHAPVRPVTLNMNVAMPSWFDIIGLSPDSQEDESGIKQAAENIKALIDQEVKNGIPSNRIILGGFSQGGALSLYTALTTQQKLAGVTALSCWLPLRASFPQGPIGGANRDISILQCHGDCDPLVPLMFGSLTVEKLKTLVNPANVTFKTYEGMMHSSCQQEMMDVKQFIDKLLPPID
* hit, by the source's call; · = not tested or not shown. This is a subset; the hit share may differ from the screen's.

SMILES | PAFAH2 inh | GSTO1 counter | PREPL inh | PAFAH1B2 inh | PAFAH1B3 inh | pPAFAH FP inh | LYPLA2 inh | PAD4 inh | LYPLA1 counter
C[C@]12c3[nH]c4ccccc4c3CCN1C(=O)C(CC(=O)NCCc1ccccn1)C[C@@H]2C(=O)N1CCCCC1 (some centres not stated) | -4 | · | 28 | 0 | 11 | 2 | · | 1 | ·
CSc1nc(C)c2c(n1)N(c1ccc(C(F)(F)F)cc1)CC2 | -10 | 13 | 6 | 3 | 4 | 7 | 1 | -5 | 0
CS(=O)(=O)Nc1ccc(C(=O)Nc2ccc3c(c2)OCO3)cc1 | 2 | 0 | -4 | 1 | 11 | 2 | -7 | -1 | -3
CCC(C)NC(=O)CSc1nnc(-c2ccncc2)n1-c1ccc(OC)cc1 (configuration not stated) | -6 | -4 | 14 | 1 | 5 | -2 | 5 | -3 | 0
COc1ccc(-c2nn(CCC(=O)O)cc2/C=N/NC(N)=S)cc1 | -12 | 10 | 9 | 1 | -3 | 4 | 9 | -4 | 3
COCCCNC(=O)CN(c1cc(Cl)ccc1OC)S(=O)(=O)c1ccc(C)c([N+](=O)[O-])c1 | 12 | 5 | 12 | -1 | -1 | 5 | -2 | -3 | 3
CC(=O)n1nc(-c2ccco2)nc1SCc1ccccc1 | 12 | 2 | -3 | 4 | 6 | -5 | -5 | 0 | -1
O=C(COc1ccccc1-c1ccccc1)NCc1cccc(Cl)c1 | -3 | -4 | -11 | 4 | 2 | 13 | 1 | 1 | 0
CCN(CC)S(=O)(=O)c1ccc(Cl)c(C(=O)N2CCc3ccccc32)c1 | -5 | -1 | 23 | 8 | 1 | 9 | 4 | -7 | -1
COc1cc(CCC(=O)OCC(=O)Nc2cccc(S(N)(=O)=O)c2)cc(OC)c1OC | 8 | 0 | 4 | -5 | -3 | 4 | -5 | -2 | -1
CCOc1cc(/C=N\Nc2ncc(F)c(N3CCOCC3)n2)ccc1Oc1nc(Cl)ncc1F | 2 | 2 | 8 | -3 | 7 | 9 | 1 | -3 | -1
CC(=O)OCC1OC(Nc2cccc(C)c2)C(OC(C)=O)C(OC(C)=O)C1OC(C)=O (configuration not stated) | 0 | 0 | 1 | -3 | -1 | 3 | 6 | 2 | -3
C=CCn1c(C(CC)CC)nc2ccccc21 | · | 1 | -12 | · | · | 3 | 5 | 0 | 1
COC(Cc1n[nH]c(=S)n1-c1ccccc1)OC | -4 | 8 | -3 | -6 | 5 | 2 | -4 | -2 | 0
COc1ccc(/C(O)=C2/C(=O)C(=O)N(CCN(C)C)C2c2cccnc2)cc1OC (configuration not stated) | 2 | 10 | 15 | 5 | 3 | 0 | -2 | -3 | 3
Cc1cccc(OCC(=O)N(Cc2ccco2)C2CCS(=O)(=O)C2)c1 (configuration not stated) | 3 | 8 | 15 | -4 | 7 | 5 | 3 | 1 | 3
O=C(COc1cccc2ccccc12)Nc1cc(S(=O)(=O)N2CCOCC2)ccc1N1CCOCC1 | · | 1 | 24 | · | · | 10 | -4 | -1 | -2
CC(=O)Nc1ccc(SCC(=O)Nc2oc(C)c3c(C)n[nH]c(=O)c23)cc1 | -2 | 13 | -9 | -2 | 1 | 2 | 1 | 5 | 0
CC1(C)CC(=O)C2=C(C1)N1CCCCC1CC2=O (configuration not stated) | -2 | 1 | -3 | -5 | 4 | 7 | 5 | -1 | 2
CCn1cc(CN2N=C(C)CC2c2ccccc2)c(C)n1 (configuration not stated) | -5 | -3 | -3 | 7 | 3 | -3 | -1 | -1 | 1

12 structures already listed, sorted by molar mass, lowest first:
SMILES | PAFAH2 inh | GSTO1 counter | PREPL inh | PAFAH1B2 inh | PAFAH1B3 inh | pPAFAH FP inh | LYPLA2 inh | PAD4 inh | LYPLA1 counter
CC1(C)CC(=O)C2=C(C1)N1CCCCC1CC2=O (configuration not stated) | -2 | 1 | -3 | -5 | 4 | 7 | 5 | -1 | 2
CC(=O)n1nc(-c2ccco2)nc1SCc1ccccc1 | 12 | 2 | -3 | 4 | 6 | -5 | -5 | 0 | -1
CSc1nc(C)c2c(n1)N(c1ccc(C(F)(F)F)cc1)CC2 | -10 | 13 | 6 | 3 | 4 | 7 | 1 | -5 | 0
CS(=O)(=O)Nc1ccc(C(=O)Nc2ccc3c(c2)OCO3)cc1 | 2 | 0 | -4 | 1 | 11 | 2 | -7 | -1 | -3
COc1ccc(-c2nn(CCC(=O)O)cc2/C=N/NC(N)=S)cc1 | -12 | 10 | 9 | 1 | -3 | 4 | 9 | -4 | 3
Cc1cccc(OCC(=O)N(Cc2ccco2)C2CCS(=O)(=O)C2)c1 (configuration not stated) | 3 | 8 | 15 | -4 | 7 | 5 | 3 | 1 | 3
CCN(CC)S(=O)(=O)c1ccc(Cl)c(C(=O)N2CCc3ccccc32)c1 | -5 | -1 | 23 | 8 | 1 | 9 | 4 | -7 | -1
COc1ccc(/C(O)=C2/C(=O)C(=O)N(CCN(C)C)C2c2cccnc2)cc1OC (configuration not stated) | 2 | 10 | 15 | 5 | 3 | 0 | -2 | -3 | 3
CC(=O)OCC1OC(Nc2cccc(C)c2)C(OC(C)=O)C(OC(C)=O)C1OC(C)=O (configuration not stated) | 0 | 0 | 1 | -3 | -1 | 3 | 6 | 2 | -3
COc1cc(CCC(=O)OCC(=O)Nc2cccc(S(N)(=O)=O)c2)cc(OC)c1OC | 8 | 0 | 4 | -5 | -3 | 4 | -5 | -2 | -1
COCCCNC(=O)CN(c1cc(Cl)ccc1OC)S(=O)(=O)c1ccc(C)c([N+](=O)[O-])c1 | 12 | 5 | 12 | -1 | -1 | 5 | -2 | -3 | 3
C[C@]12c3[nH]c4ccccc4c3CCN1C(=O)C(CC(=O)NCCc1ccccn1)C[C@@H]2C(=O)N1CCCCC1 (some centres not stated) | -4 | · | 28 | 0 | 11 | 2 | · | 1 | ·

More entries:
SMILES | PAFAH2 inh | GSTO1 counter | PREPL inh | PAFAH1B2 inh | PAFAH1B3 inh | pPAFAH FP inh | LYPLA2 inh | PAD4 inh | LYPLA1 counter
C(=C\c1ccco1)/c1ccc2ccccc2n1 | · | 12 | 5 | · | · | 26* | 3 | -3 | -1
CCOC(=O)C1=C(C)NC(SCC(=O)O)=C(C#N)C1c1ccco1 (configuration not stated) | 9 | 14 | -2 | 3 | -1 | 4 | 3 | -3 | -2
COc1ccccc1NC(=O)CC(NC1CCCCC1)C(=O)O (configuration not stated) | 4 | -2 | 0 | 7 | 12 | 6 | 2 | -8 | 4
Cc1cc(C)n(-c2ncc3c(n2)N(C)CCOC3=O)n1 | 1 | 7 | 0 | 2 | 11 | 2 | 5 | -2 | -2
CCc1ccc(NC(=O)CSc2nnnn2C)cc1 | 3 | 3 | 1 | 5 | 4 | 3 | 4 | 4 | 2
COc1ccc(C(CNC(=O)C(=O)NC2CCCCC2)N2CCN(C)CC2)cc1 (configuration not stated) | 1 | 1 | 6 | 3 | 7 | 2 | 8 | 1 | 3
CCCCCC(C)n1[nH]c(=O)cc1N (configuration not stated) | -4 | 12 | -6 | 7 | 9 | 0 | 5 | 4 | 0
NC(=O)CSc1ccc(Br)cc1 | -6 | 3 | -7 | 50* | 3 | 1 | 3 | 1 | 3
CCC(C)(C)n1nnnc1C(C(C)C)N(Cc1cccnc1)Cc1ccco1 (configuration not stated) | -5 | -2 | 6 | 3 | 4 | -2 | 0 | -3 | -2
CCOc1cc2c(cc1OCC)C(c1ccc(OC)c(OC)c1)N(c1ccc(C(=O)O)cc1)C(=O)C2 (configuration not stated) | 4 | 2 | 3 | 3 | -2 | -2 | -4 | -2 | 0
CC1=CC(C)C(C(=O)O)C(C(=O)Nc2cccnc2)C1 (configuration not stated) | 0 | -6 | 2 | -1 | 7 | 6 | -9 | 2 | 1
CC1(C)Cc2nc(Cl)c(C#N)cc2CO1 | 2 | 0 | -5 | 1 | -2 | 1 | 3 | -5 | -1
O=[N+]([O-])c1ccccc1Oc1ccc(Cl)c2cccnc12 | 0 | -3 | -5 | 3 | 5 | 4 | 5 | 0 | 4
O=S(O)OC1CS(=O)(=O)CC1c1ccccc1 (configuration not stated) | 13 | -2 | 8 | 9 | 14 | 7 | 5 | 2 | 3
COc1ccc2c(c1OC)C(=O)N1N=C(c3ccccc3)CC21 (configuration not stated) | 0 | -1 | 8 | 0 | 2 | -1 | 2 | -2 | -1
CN(C)/N=C/c1cc(Cl)cc([N+](=O)[O-])c1O | 0 | 8 | 4 | 2 | -3 | 1 | -6 | -6 | -5
Cc1ccc(NC(=O)c2sc3ncnc(N4CCN(c5ccccn5)CC4)c3c2C)c(C)c1 | -4 | -5 | 17 | 1 | -1 | -1 | -3 | 0 | -3
O=C(Nc1ccc(Br)cc1)N1CCc2ccccc2C1 | -2 | -1 | -2 | 0 | 12 | 2 | -4 | -9 | -2
Cc1cc(N2CCC(C)CC2)c(F)cc1[N+](=O)[O-] | 10 | 0 | 3 | -3 | 14 | 5 | 14 | 0 | 0
CCOC(=O)c1ccccc1NC(=O)COC | 1 | 7 | -7 | -2 | 16 | 2 | 5 | 5 | 0
COc1ccc(OC)c(/C=N/NC(=O)C(=O)NCc2cccnc2)c1 | 3 | 1 | 8 | 3 | -2 | 5 | 3 | -2 | 2
O=C(CN1C(=O)NC(CCc2ccccc2)C1=O)NC1CC1 (configuration not stated) | 3 | 1 | -2 | 1 | 6 | 3 | -1 | 3 | 1
CC(C)OCCCNC(=O)C(C)Oc1ccccc1 (configuration not stated) | -13 | 4 | 6 | -2 | 2 | 2 | 2 | 0 | 0
N#C/C(=C\c1ccccc1)c1ccccn1 | -9 | 9 | -13 | -2 | 2 | 4 | 2 | -6 | -1
CC(C)(Oc1ccc(Cl)cc1)C(=O)OCn1nnc2ccccc2c1=O | -3 | 0 | -13 | 14 | -1 | 3 | 3 | 3 | -3
c1ccc(CN2CCN(c3nc4ccccc4c4ccccc34)CC2)cc1 | -10 | 9 | 11 | 3 | 5 | 4 | -7 | 0 | -3
COc1cccc(-n2c(SCC(=O)NCC3CCCO3)nc3c(c2=O)SCC3)c1 (configuration not stated) | 3 | 4 | 3 | 0 | 8 | 3 | -6 | -6 | -2
O=C(NCCc1ccccc1)C1CC1 | 0 | 3 | -6 | 2 | 4 | -2 | -9 | 2 | 2
O=C(Cn1nc(-c2ccccc2)c2ccccc2c1=O)Nc1cccnc1 | -1 | 5 | -8 | 4 | 0 | -1 | 7 | -3 | 3
O=C1c2ccccc2CN1c1ccccc1 | 0 | -4 | -1 | 3 | 6 | 8 | 2 | -2 | 2
CCOC(=O)CSc1nc(C2CC2)cc(-c2ccc(F)cc2)c1C#N | 1 | 2 | 6 | 3 | -2 | -1 | -2 | -2 | -5
CCOC(=O)C1(Cc2ccc(O)cc2)NC(c2ccccc2F)C2C(=O)N(C)C(=O)C21 (configuration not stated) | -14 | -3 | -1 | 9 | 4 | 5 | 12 | -2 | 2
CC(=O)Nc1ccc(Nc2ccc(S(=O)(=O)C(F)(F)F)cc2[N+](=O)[O-])cc1 | -3 | -3 | 23 | 5 | 7 | 11 | 16 | -7 | 3
CCN1CCN(CC(O)COc2ccc(Cl)cc2)CC1 (configuration not stated) | -4 | -8 | 7 | 0 | 10 | 2 | 0 | -6 | -2
